OPRM1-OPRD1 ag: agonists of human mu-delta opioid receptor heterodimerization; cells, OPRM1-OPRD1 heterodimerization, luminescence; activation, % at 9.3 µM; AID 504326; P35372+P41143; actives 0.3% (n = 340,000); in the data active = activation above about 18%;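 also: 0% = vehicle-treated cells and 100% = reference agonist; values of inactives mirror those of a sister screen read the other way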
DSG3 Ab inh: blocks pemphigus antibody binding to human desmoglein-3 | P32926 | DSG3-coupled beads, scFv-anti-DSG3-GFP binding, flow cytometry; active compounds read low | binding (percent of control), % at 10 µM | actives 0.48% (n = 310,000) | AID 588358;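 active = binding more than 3 SD below its plate's average and above zero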;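 also: hits lower antibody fragment binding to DSG3; some compounds called inactive have numbers as strong as hits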
Keap1-Nrf2 PPI: inhibitors of human Keap1-Nrf2 protein-protein interaction; Keap1 Kelch-Nrf2 peptide fluorescence polarization, 1536-well; actives 0.15% (n = 340,000); inhibition, % at 9.4 µM; Q14145; in the data active = inhibition above about 12%;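 also: human Keap1 Kelch domain with fluorescein labeled Nrf2 9mer peptide probe; 0% = neutral control wells and 100% = peptide positive control; higher means more block of Keap1 binding to Nrf2 peptide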
Target sequence (Q14145 whole entry, looked up, the tested form may be a part): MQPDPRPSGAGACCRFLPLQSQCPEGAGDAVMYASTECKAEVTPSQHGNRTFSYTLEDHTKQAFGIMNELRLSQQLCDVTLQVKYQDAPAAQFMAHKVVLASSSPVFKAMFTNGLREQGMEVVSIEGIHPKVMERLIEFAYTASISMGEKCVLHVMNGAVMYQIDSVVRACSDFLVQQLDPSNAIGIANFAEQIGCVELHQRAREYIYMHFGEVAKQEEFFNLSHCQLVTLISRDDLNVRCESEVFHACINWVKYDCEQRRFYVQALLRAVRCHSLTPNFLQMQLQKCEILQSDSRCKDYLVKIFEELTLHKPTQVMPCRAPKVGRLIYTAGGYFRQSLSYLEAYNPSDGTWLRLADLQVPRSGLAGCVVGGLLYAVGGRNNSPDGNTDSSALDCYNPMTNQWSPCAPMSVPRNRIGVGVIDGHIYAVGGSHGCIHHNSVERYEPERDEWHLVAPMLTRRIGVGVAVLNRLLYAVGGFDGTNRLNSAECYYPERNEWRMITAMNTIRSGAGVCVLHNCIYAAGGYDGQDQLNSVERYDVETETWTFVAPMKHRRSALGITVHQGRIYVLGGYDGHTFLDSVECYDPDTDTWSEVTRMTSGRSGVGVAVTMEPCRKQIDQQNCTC
OPRM1-OPRD1 inv: inverse agonists of human mu-delta opioid receptor heterodimerization | P35372+P41143 | cell-based MOR-DOR heterodimer luminescence, inverse agonism | inhibition, % at 9.3 µM | actives 0.21% (n = 340,000) | AID 504357; in the data active = inhibition above about 22%, passing the limit was not always enough;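 also: 0% = cells with DMSO and 100% = wells without cells with DMSO; values of inactives mirror those of a sister screen read the other way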
Wnt act: activates Wnt/beta-catenin signaling in a reporter cell assay. actives 1.2% (n = 300,000). activator, plate reader. activation, % at 9.35 µM; in the data active = activation above about 30%, passing the limit was not always enough;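 also: 0% = neutral control wells and 100% = positive control wells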
RTF Ca sens inh: cardiac RTF calcium desensitization. P19429+P45379. IANBD-labeled cardiac RTF, Ca2+ fluorescence. inhibition, % at 7.15 µM. actives 0.12% (n = 340,000);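 active = inhibition above the mean inhibition of all tested compounds plus 3 SD, cut at about 17% in these data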;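 also: assay run at fixed EC70 calcium of 1.6 mM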
Arr AP2 block: inhibitors of human beta-arrestin and AP2 interaction | FITC-arrestin peptide / GST-AP2 beads, flow cytometry; AP2 beta2 appendage carries R879A mutation | inhibition, % at 10 µM | AID 504490 | actives 0.31% (n = 340,000);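 active = inhibition above a set limit, near 3 SD of compounds lacking own fluorescence, cut at about 54% in these data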;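 also: plate controls were DMSO wells for no effect and 5 µM unlabelled arrestin peptide for full effect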
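System: GST-AP2 R879A glutathione beads. Medium: PBS with 0.05% Tween 20 and 0.1% BSA. Also added: FITC-arrestin peptide, 50 nM. Incubation: 12 min plus 1 h, RT. Measured by: high-throughput flow cytometry of beads, ex 488, em 535 nm. Evaluation: percent drop in bead-associated FITC signal.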
cardiac RTF act: cardiac RTF calcium sensitization; P19429+P45379; IANBD-labeled TnC RTF fluorescence at EC20 calcium; 0% EC20 calcium, 100% full calcium; actives 0.24% (n = 340,000); activation, % at 7.2 µM;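 active = activation above the mean over all tested compounds plus 3 SD, cut at about 30% in these data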;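 also: rise in fluorescence read as greater calcium sensitivity of cardiac thin filaments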
C-LANA FP: KSHV C-LANA DNA binding inhibition | actives 0.078% (n = 340,000) | inhibition, % at 9 µM | MBP-C-LANA/FAM-LBS DNA binding, fluorescence polarization;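 active = highest replicate inhibition at or above 60% at 9 µM, even if other replicates fall short; inactive = all replicates below 60% inhibition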;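 also: 0% = neutral control wells and 100% = 4 µM acridine orange control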
V-ATPase pH: regulators of yeast V-ATPase proton transport; S. cerevisiae, pHLuorin cytosolic pH fluorescence; response, % at 10 µM; actives 0.37% (n = 350,000); AID 504577; in the data active = response mostly above about 7.3%, no sharp cut-off; inactive = mostly below about 5.4%; also: actives read high; inactives centre near 0; some compounds called inactive have numbers as strong as hits; reference of the scale not given here
The depositor's hits bear a star; · = no result given.

molecule	OPRM1-OPRD1 ag	DSG3 Ab inh	Keap1-Nrf2 PPI	OPRM1-OPRD1 inv	Wnt act	RTF Ca sens inh	Arr AP2 block	cardiac RTF act	C-LANA FP	V-ATPase pH
COc1cc(/C=C2/NC(=O)N(c3cccc(Cl)c3)C2=O)ccc1O	5.8	97	2	-39	7	3	-5	-5	-0.3	-4
C/C(=N\NC(=O)c1ccc(Cl)cc1)c1ccccn1	-5.3	91	3	25	15	-8	6	2	0.4	3
OC(CN1CCN(Cc2ccccc2)CC1)c1ccc(F)cc1 (centres undefined)	0.8	98	1	-4	0	-13	4	-5	-0.7	1
COc1ccc(C(=O)Nc2cccc(-c3nc4ncccc4o3)c2C)cc1OC	-0.9	·	-3	4	·	4	16	0	0.4	10
CCOc1ccccc1C1C(C#N)=C(N)Oc2cc(C)n(Cc3ccccn3)c(=O)c21 (centres undefined)	-1.7	104	5	9	-5	-11	-4	1	-0.6	2
O=C(/C=C/c1ccccc1Cl)N1CCOCC1	-2.0	115	-6	10	2	-13	-2	7	3.7	1
COc1cc(OC)c(N(C)S(=O)(=O)c2cccc(C(=O)OCC(=O)NCc3ccco3)c2)cc1Cl	2.0	107	2	-11	0	4	6	-2	-0.3	-2
CCc1n[nH]c(=S)n1/N=C/c1cc(OC)cc([N+](=O)[O-])c1O	-2.1	93	0	15	-1	9	4	-6	0.3	-5
COC(=O)c1ccc(N2CCN(CCNC(=O)Nc3ccc(OC)cc3)CC2)cc1	-0.2	113	0	1	-1	0	4	7	0.0	3
CC(=O)NC1(C2CCCCC2=O)CCCCC1 (centres undefined)	-2.0	105	0	12	·	16	16	-9	-0.6	0
CNS(=O)(=O)c1cccc(C(=O)OC2CCOC2=O)c1 (centres undefined)	-3.1	·	4	20	-3	-3	-9	-6	-0.7	1
O=C1C2C3C=CC(C4CC34)C2C(=O)N1CCc1ccccc1 (centres undefined)	-2.2	94	2	12	6	1	49	-3	2.7	-3
C/C(=N/NC(=O)c1cccs1)c1ccco1	-0.1	·	1	1	1	-13	3	5	2.4	-5
O=C(NCC1CCCO1)C(c1ccco1)N(Cc1ccc(F)cc1)C(=O)CN1C(=O)c2ccccc2S1(=O)=O (centres undefined)	-2.1	·	-3	13	-1	1	-6	-6	-0.3	-3
N#Cc1c(-c2cccnc2)cc(-c2ccccc2)nc1N	·	111	·	·	0	·	23	·	·	1
CC1(C)COC(/C=C/c2cccc([N+](=O)[O-])c2)=N1	-0.4	99	5	2	2	-11	11	-2	1.7	2
Cn1c(=O)cc(OCC(=O)Nc2ccccn2)c2ccccc21	-2.0	106	-4	9	·	-3	10	-2	-1.7	-3
Cc1ccc(C(=O)/C=C/c2cn(CN3CCN(C)CC3)c3ccccc23)cc1	4.9	111	-6	-26	·	-8	2	5	-1.4	-1
CC(NC(=O)CCN1C(=O)c2ccccc2C1=O)c1ccccc1 (centres undefined)	0.2	116	0	-1	-1	-5	32	4	0.5	3
O=C(c1ccccc1)N1CCN(CC(O)COc2ccc(Br)cc2)CC1 (centres undefined)	-2.4	118	1	12	1	-6	-4	-2	-1.6	3
CN1CCN(C(=O)C2CCCN(S(=O)(=O)c3ccc(Cl)cc3)C2)CC1 (centres undefined)	-1.3	99	-2	7	-2	-5	2	-2	-1.5	-3
CNC(=S)NNC(=O)Cc1ccc(OC)cc1	-1.4	88	-2	7	3	-6	17	15	1.2	0
COC(=O)c1c(C(=O)OC)c(-c2ccc(C(C)(C)C)cc2)n2c1CS(=O)C2 (centres undefined)	-3.1	103	-6	17	-1	-5	-21	6	0.6	-1
CC(=O)Nc1ccc(N(C(=O)Cc2c[nH]c3ccccc23)C(C(=O)NC2CCCCC2)c2ccco2)cc1 (centres undefined)	-2.5	105	-4	13	-2	-7	3	1	0.7	1
Cc1nn(CC(=O)Nc2ccccn2)c(C)c1Br	-0.4	128	-3	2	·	8	-10	2	-0.5	-4
CCOc1ccc(NC(=O)CN(C)C(=O)C2CC(=O)N(c3cccc(SC)c3)C2)cc1OCC (centres undefined)	0.3	112	-2	-1	1	-7	-1	-4	-0.3	-1
CCCCOCCCNC(=O)c1ccccc1OCC	-0.8	84	-3	4	-5	-2	4	-1	-0.4	1
COc1cccc2cc(-c3nnc(SCC(=O)NCc4ccccc4)n3C)oc12	-0.7	125	-1	4	-6	-4	2	0	0.1	1
COc1ccc(C(=O)Nc2cc3c(cc2Cl)OCCCO3)cc1	-0.7	110	1	4	·	-2	2	2	0.8	-2
CCOCCCNCc1cccc(OC)c1	-3.0	106	2	15	·	0	-3	-3	0.8	-2

Next structures follow:
molecule	OPRM1-OPRD1 ag	DSG3 Ab inh	Keap1-Nrf2 PPI	OPRM1-OPRD1 inv	Wnt act	RTF Ca sens inh	Arr AP2 block	cardiac RTF act	C-LANA FP	V-ATPase pH
COc1ccc2cc(Br)ccc2c1CC(=O)NC1CC(C)(C)NC(C)(C)C1	-0.1	91	-5	0	·	-2	-6	2	0.0	-2
Cc1cc(C(=O)c2ccccc2)c(NC(=O)CCl)s1	-0.5	124	6	3	·	-5	-27	3	0.7	-4
COc1cccc(N2CCN(CC(=O)Nc3nc(C)c(C(=O)N(C)C)s3)CC2)c1	-1.0	114	3	5	0	-11	11	-2	1.0	4
O=C(NCCCN1CCOCC1)C(=O)c1c[nH]c2ccccc12	1.8	99	-3	-13	-2	0	1	7	-0.1	-3
O=C(c1ccccn1)N1CCN(c2ccc(C(F)(F)F)cn2)CC1	-0.7	95	7	4	·	3	5	2	-0.3	3
COc1cc(NC(=S)NCCCO)c(OC)cc1Cl	-3.9	84	-5	20	2	-20	-1	1	0.4	-1
O=C(COC(=O)/C=C/c1cccc(F)c1)Nc1ccc2[nH]c(=O)[nH]c2c1	0.1	83	-6	-1	-4	-10	29	-7	2.6	0
CCN(CC)C(=O)CSc1nc(OC)cc(=O)[nH]1	-3.7	80	-1	18	1	3	-7	4	-0.2	0
NC(=O)c1ccc(NCCCN2CCOCC2)c([N+](=O)[O-])c1	-2.9	85	-3	14	0	-4	4	-5	0.5	-2
O=C(NNS(=O)(=O)c1ccc(Br)cc1)c1ccccc1-n1cccc1	-0.6	118	4	3	5	-8	3	2	1.6	-1
O=[N+]([O-])c1cc(C(F)(F)F)ccc1N1CCN(S(=O)(=O)c2ccc3ccccc3c2)CC1	4.3	113	-7	-18	·	7	8	0	-0.7	4
CCOC(=O)C1=CC[C@H]2c3c(c4ccccc4n3C)C[C@H]1N2C	-1.3	105	-4	7	-2	-2	-1	12	0.2	8
Cc1ccc(S(=O)(=O)CC(=O)c2ccc3c(c2)OCCO3)cc1	-1.7	·	-6	8	24	-2	1	6	0.1	1
O=C(c1cc2ccccc2oc1=O)N(Cc1cccs1)CC1CCCO1 (centres undefined)	0.1	88	-8	-1	-2	3	2	2	0.3	4
CCOC(=O)c1ccc(COC(=O)c2cc(=O)[nH]c3ccccc23)o1	-0.2	105	2	1	·	11	23	-2	-2.5	9
CCC(=O)N1CCc2cc(Br)cc(S(=O)(=O)CCC(=O)NCCOC)c21	-3.2	·	-6	18	0	-7	-7	1	0.1	4
O=C1c2ccccc2C(=O)C1(CO)c1ccc(OC(F)F)cc1	-3.0	119	0	15	-2	-7	34	-5	-0.8	0
CCN1C(=O)N[C@H](c2ccc(Br)cc2)C(C(C)=O)=C1C	-1.9	·	0	11	2	-2	10	7	0.6	0
CC(=O)Oc1ccc(CC(C(=O)O)N2C(=O)c3ccccc3C2=O)cc1 (centres undefined)	0.2	112	-3	-1	-1	-10	-15	0	-0.5	2
O=C(CSc1nc2ccccc2c(=O)n1CCCO)Nc1ccc2c(c1)OCCO2	-2.5	93	5	12	1	-19	44	-5	-0.8	16
CC(=O)Nc1ccc(NC(=O)C2CCN(S(=O)(=O)c3ccc4c(c3)OCCO4)CC2)cc1	-6.3	109	-5	24	-3	-1	-10	2	1.2	3
O=CN1CCN(C(C(=O)NC2CCCCC2)c2ccc(Cl)cc2)CC1 (centres undefined)	-1.6	92	-7	8	4	0	-8	3	-1.5	4
O=C(CN1CCN(CC(=O)Nc2cccc(F)c2)CC1)NCC1(N2CCOCC2)CCCCC1	-3.0	101	-5	12	0	5	2	2	-1.4	-2
Cc1cc(-c2nnc(SCc3ccccn3)o2)no1	-1.2	84	-1	7	16	-15	-2	-1	-0.5	-3
COc1ccc2c(C)cc3n[nH]c(=S)n3c2c1	1.2	103	-2	-6	-1	-7	0	2	-0.6	-5
CCN(CC(=O)Nc1c(F)cccc1F)C(=O)c1ccc2ccccc2n1	2.3	111	-3	-16	-1	-11	5	-11	-0.4	-4
NS(=O)(=O)c1cc([N+](=O)[O-])ccc1NCc1cccnc1	-3.3	101	-1	15	1	-7	-24	0	0.3	-3
COc1ccc(NS(=O)(=O)c2ccc3c(c2)NC(=O)CO3)c(OC)c1	-3.4	107	-7	17	-3	-5	-14	-2	3.2	0
CCCn1cc(CN2CCC(n3nccc3NC(=O)CCOc3ccccc3)CC2)c(C)n1	-0.5	102	-1	3	-1	-4	12	4	-0.3	0
CCOC(=O)N1CCc2c(sc3ncn(C)c(=O)c23)C1	-1.7	113	3	8	3	-1	33	1	1.4	-2

(further entries)
molecule	OPRM1-OPRD1 ag	DSG3 Ab inh	Keap1-Nrf2 PPI	OPRM1-OPRD1 inv	Wnt act	RTF Ca sens inh	Arr AP2 block	cardiac RTF act	C-LANA FP	V-ATPase pH
Cc1ccccc1N(C(=O)CCCC(=O)Nc1ccccn1)C(C(=O)NC1CCCC1)c1ccc(O)cc1 (centres undefined)	1.0	101	-1	-8	-2	-29	-7	-1	-1.5	-2
C=CCOC(=O)C1=C(C)NC(=O)NC1/C=C/c1ccccc1OC (centres undefined)	0.0	103	2	0	-2	-12	8	-1	5.3	-4
COc1ccc(C(=O)NCc2nnc(SCCOc3ccccc3)n2C)cc1	0.2	106	-5	-1	-4	-7	0	10	1.1	3
CC(C)CC(=O)NC(=S)Nc1ccc(NC(=O)c2ccco2)cc1	-1.1	94	-5	6	-1	0	-1	4	-0.2	-2
CC(O)(P(=O)(O)O)P(=O)(O)O	-0.1	·	6	0	0	-5	2	-3	-0.5	-2
Cn1c(=O)c2c(nc(N3CCOCC3)n2CCc2ccccc2)n(C)c1=O	-3.0	103	-4	15	-1	-1	4	4	-0.7	0
CS(=O)(=O)N(CC(=O)Nc1ccc2c(c1)OCCO2)c1ccc2c(c1)OCO2	-3.2	112	-5	13	8	-2	-9	-5	-1.7	2

Single records (already shown). Order of values: OPRM1-OPRD1 ag, DSG3 Ab inh, Keap1-Nrf2 PPI, OPRM1-OPRD1 inv, Wnt act, RTF Ca sens inh, Arr AP2 block, cardiac RTF act, C-LANA FP, V-ATPase pH
Record of COc1ccc(C(=O)NCc2nnc(SCCOc3ccccc3)n2C)cc1 = 0.2, 106, -5, -1, -4, -7, 0, 10, 1.1, 3
Record of C=CCOC(=O)C1=C(C)NC(=O)NC1/C=C/c1ccccc1OC (centres undefined) = 0.0, 103, 2, 0, -2, -12, 8, -1, 5.3, -4

Assay outcomes: PubChem BioAssay, several laboratories
